GCN5L2 inh: GCN5L2 (KAT2A) acetyltransferase inhibition; Q92830; GCN5L2 HAT assay, ThioGlo1 CoA-SH fluorescence; Potency, µM (titrated, usually from 58.9 µM), inactives show at the highest dose activity change, negative = inhibition, hits mostly inhibitors; actives 0.21% (n = 390,000); AID 504327
Target sequence (Q92830 whole entry, looked up): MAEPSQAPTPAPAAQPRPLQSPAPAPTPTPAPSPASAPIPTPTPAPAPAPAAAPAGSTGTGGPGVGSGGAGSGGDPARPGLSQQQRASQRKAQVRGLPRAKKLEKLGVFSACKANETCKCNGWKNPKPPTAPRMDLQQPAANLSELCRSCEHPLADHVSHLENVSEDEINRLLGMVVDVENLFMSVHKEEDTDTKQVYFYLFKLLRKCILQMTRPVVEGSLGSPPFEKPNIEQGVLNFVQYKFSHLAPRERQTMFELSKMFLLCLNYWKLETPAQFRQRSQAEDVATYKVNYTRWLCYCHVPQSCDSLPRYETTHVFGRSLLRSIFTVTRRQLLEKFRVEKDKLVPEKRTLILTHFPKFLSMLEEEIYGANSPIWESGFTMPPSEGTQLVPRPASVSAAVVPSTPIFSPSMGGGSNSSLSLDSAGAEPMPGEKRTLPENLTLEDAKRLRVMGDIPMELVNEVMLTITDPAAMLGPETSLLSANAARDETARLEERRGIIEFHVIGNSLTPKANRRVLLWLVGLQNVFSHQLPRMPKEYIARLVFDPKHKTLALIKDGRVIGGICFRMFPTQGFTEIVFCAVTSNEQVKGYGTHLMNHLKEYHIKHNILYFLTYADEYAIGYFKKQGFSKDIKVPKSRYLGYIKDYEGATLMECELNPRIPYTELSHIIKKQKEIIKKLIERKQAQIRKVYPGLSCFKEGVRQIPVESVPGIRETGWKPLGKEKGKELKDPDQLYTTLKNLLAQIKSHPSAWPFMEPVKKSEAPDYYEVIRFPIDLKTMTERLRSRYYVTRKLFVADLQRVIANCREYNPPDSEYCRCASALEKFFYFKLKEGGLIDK
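Compounds, pin-transferred from DMSO stocks, meet 20nM GCN5L2 for 15 min before the reaction begins with H3(1-25) peptide (75uM) and acetyl-CoA (70uM). Thiol-reactive ThioGlo1 reports CoA release over 20 min at room temperature.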
DT40 TDP1 no CPT: qHTS for Inhibitors of human tyrosyl-DNA phosphodiesterase 1 (TDP1): qHTS in cells in absence of CPT. DT40 Tdp1-/- hTDP1 cells, no CPT, ATP luminescence, 48 h. Potency, µM (doses to about 46.2 µM), inactives show top-dose activity change, negative = growth inhibition, actives largely listed as inhibitors. actives 15% (n = 420,000). AID 686978, 2013; also: nearly all actives have a fitted effect of over 55% in size
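DT40 Tdp1-/-;hTDP1 cells, no CPT (DMSO vehicle only), 400 cells/well; compounds pin-transferred; ≥48 hr, 37 °C; CellTiter-Glo 30 min RT dark, luminescence read.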
TDP1 cell CPT: DT40-hTDP1 cell growth loss with CPT; chicken DT40 Tdp1-/-;hTDP1 cells + 20 nM CPT, ATP luminescence, 48 h; Potency, µM (titrated, usually from 46.2 µM), for inactives: at the highest dose activity change, negative = growth inhibition, most hits filed as inhibitors; actives 12% (n = 420,000); AID 686979; also: nearly all actives have a fitted effect of over 55% in size
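Cell growth measured by CellTiter-Glo luminescence after a minimum 48 h, 37 C compound exposure with 20 nM CPT in Tdp1-knockout DT40 cells stably expressing hTDP1, seeded 400/well; qHTS titration format.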
Numbers without * were called inactive; u = inconclusive; x = not tested or not shown; [ ] = remark or other dose. Calls follow the shape of the dose curve; as a rule, active = well fitted curve in the direction sought with a large enough effect; inconclusive = small, poorly fitted or top-dose-only effect, or another doubt; inactive = no such curve, though single readings can be large; an effect the other way counts as inactive or inconclusive. % is scaled to controls: 0 for no effect and ±100 for the full control effect; potency is read from the fitted curve at half-maximal effect. Only part of the results is shown (hit frequency here may not be typical).

Second line of a record – GCN5L2 inh, DT40 TDP1 no CPT, TDP1 cell CPT
COc1ccc(S(=O)(=O)N/N=C(/C)c2ccncc2)cc1OC
 : 4%, 23%, -25%
COc1ccc(CN2CCN(c3ncnc4sc5c(c34)CC(C)CC5)CC2)cc1F (centres undefined)
 : -8%, 6.5µM*, 15µM*
CC(=O)c1c(C)[nH]c(C(=O)COC(=O)CCOc2ccc(C)cc2)c1C
 : -2%, u, u
COc1ccccc1N1CCN(C2CCCN(S(=O)(=O)c3cccc(Cl)c3)C2)CC1 (centres undefined)
 : -14%, u, u
COc1ccc2[nH]c3c(=O)n(Cc4ccncc4)cnc3c2c1
 : -7%, -3%, -5%
COC(=O)c1cccc(NC(=O)C2CCN(S(=O)(=O)Cc3ccccc3)CC2)c1C
 : 1%, 7%, -8%
N#Cc1ccccc1S(=O)(=O)N1CCN(CC(=O)Nc2ccccc2C(=O)NC2CC2)CC1
 : -2%, -21%, -23%
COc1ccc(C(=O)O)cc1S(=O)(=O)Nc1cc(Cl)ccc1N1CCOCC1
 : 0%, 11%, -3%
Cn1c(=O)c2c(nc(SCCN3CCCCC3)n2Cc2ccccc2)n(C)c1=O
 : -3%, -26%, u
O=C(Nc1ccc(S(=O)(=O)NC2=NCCCCC2)cc1)c1ccc2ccccc2n1
 : -9%, u, u
CCCOC(=O)C[N+](C)(C)CCOC1CC2CCC1(C)C2(C)C (centres undefined)
 : -2%, 4.6µM*, 8.2µM*
COc1ccc(/C=N/NC(=O)c2cccnc2)cc1COc1ccc([N+](=O)[O-])c(C)c1
 : -7%, 4.1µM*, 3.7µM*
COc1ccc(-n2cc(C(=O)Nc3cc(F)ccc3F)c3ccccc3c2=O)cc1
 : -10%, u, u
CCCCn1c(-c2ccco2)nc2ccccc2c1=O
 : u, 16µM*, u
Cn1c(SCc2ccc(Cl)cc2)nc(C(F)(F)F)cc1=O
 : -4%, u, u

In a second layout: results already given
mol	GCN5L2 inh	DT40 TDP1 no CPT	TDP1 cell CPT
COc1ccc(S(=O)(=O)N/N=C(/C)c2ccncc2)cc1OC	4%	23%	-25%
CC(=O)c1c(C)[nH]c(C(=O)COC(=O)CCOc2ccc(C)cc2)c1C	-2%	u	u
O=C(Nc1ccc(S(=O)(=O)NC2=NCCCCC2)cc1)c1ccc2ccccc2n1	-9%	u	u

Carrying on:
Second line of a record – GCN5L2 inh, DT40 TDP1 no CPT, TDP1 cell CPT
CCOC(=O)c1c(C)n(S(=O)(=O)c2ccc(C)cc2C)c2ccc(NS(=O)(=O)c3ccc(C)cc3C)cc12
 : -7%, 21µM*, u
COc1ccc(C(=O)NCC(=O)Nc2cccc(S(=O)(=O)NCc3ccco3)c2)cc1OC
 : -3%, 9%, 1%
O=C(CS(=O)(=O)c1ccccc1)Nc1ccccc1Br
 : x, -7%, u
O=C(N/N=C/c1cccnc1)c1cc2ccccc2cc1O
 : -6%, -19%, -19%
O=C(NCC1COc2ccccc2O1)c1cn(Cc2ccc(F)cc2)nn1 (centres undefined)
 : -15%, -19%, -14%
O=C1c2cc(O)cc(O)c2C(=O)c2c1cc(O)c([C@@H](CO)CCO)c2O
 : x, -29%, -14%
CC(C)C1C(=O)N(Cc2cn(CCC3OCCO3)nn2)CCS(=O)(=O)N1Cc1ccc(-c2ccc(F)nc2)cc1 (centres undefined)
 : x, 16µM*, u
CC(=O)NNC(=O)c1csc(-c2csc(C)n2)n1
 : -10%, 4%, 4%
CC(=O)c1cccc(NC(=S)NC2CCCCCCC2)c1
 : -6%, 2%, -2%
O=C(CN(CC1CCCO1)C(=O)c1nsc(Cl)c1Cl)NC1CCCC1 (centres undefined)
 : -3%, 28%, 1%
COc1ccc(OCC(=O)NCCNC(=O)c2ccccn2)cc1
 : -2%, 16%, 12%
O=C(/C=C/c1ccc([N+](=O)[O-])cc1)NCc1ccccn1
 : -1%, -6%, u
Cc1cccc(-n2[nH]c(C)c(C=Nc3ccc4[nH]c(=O)[nH]c4c3)c2=O)c1
 : -1%, -28%, -17%
Cc1ccc(S(=O)(=O)NC(=O)c2cccn2C)cc1
 : 28%, -13%, -7%
COc1cc(CCC(=O)Nc2ccc(Cl)c(C(F)(F)F)c2)cc(OC)c1OC
 : -1%, 8.2µM*, 18µM*

Full records as entered above:
O=C(CN(CC1CCCO1)C(=O)c1nsc(Cl)c1Cl)NC1CCCC1 (centres undefined) across the screens: GCN5L2 inh = -3%; DT40 TDP1 no CPT = 28%; TDP1 cell CPT = 1%
O=C(N/N=C/c1cccnc1)c1cc2ccccc2cc1O across the screens: GCN5L2 inh = -6%; DT40 TDP1 no CPT = -19%; TDP1 cell CPT = -19%

The results go on.
Second line of a record – GCN5L2 inh, DT40 TDP1 no CPT, TDP1 cell CPT
NS(=O)(=O)c1ccc(NC(=O)CSc2n[nH]c(=O)n2C2CC2)cc1
 : -5%, 23%, -15%
Cc1cc(C)cc(OCCCCn2cncn2)c1
 : -5%, 0%, -4%
Cc1nc(-n2nc(C)c(Cc3ccccc3Cl)c2C)sc1C(=O)Nc1ccccc1F
 : -4%, -20%, -13%
CCOc1ccccc1NC(=O)Cn1c(=O)n(CCCC(=O)NCCc2ccc(C)cc2)c(=O)c2ccccc21
 : -4%, -13%, -2%
CCCN1c2cccc3cccc(c23)S1(=O)=O
 : -11%, -1%, 5%
O=C(NN1CCCCC1)NN1CCCCC1
 : x, -12%, -30%
CCOC(=O)c1cc(-c2ccc(OC)cc2)n(CCC(=O)NCCc2ccccc2)c1C
 : -2%, 18µM*, 21µM*
O=C(CSc1nnc(Cc2cccs2)n1Cc1ccco1)Nc1ccc(Br)cc1
 : -36%, -20%, -19%
CCOc1ccc(Cc2nnc(SCC(=O)Nc3ccc(C(C)=O)cc3)[nH]c2=O)cc1
 : -10%, 20%, 1%
C=C(C)Cn1c(C)cc(C)c(S(=O)(=O)c2cccc(C)c2)c1=O
 : -4%, -6%, -6%
Cc1ccc(OCC(=O)N/N=C/C=C/c2ccco2)cc1
 : -13%, 7.3µM*, 8.2µM*
NC(=O)C1Cc2ccccc2CN1S(=O)(=O)c1cccs1 (centres undefined)
 : -7%, 0%, -13%
O=C(Cn1nc(C(=O)O)c2ccccc2c1=O)Nc1cc(S(=O)(=O)N2CCCCC2)ccc1Cl
 : -5%, 0%, -11%
COc1ccc(S(=O)(=O)NCC(=O)Nc2cccc(C)c2C)cc1OC
 : -1%, -3%, -22%
CCCCOC(=O)c1ccc(NC(=O)Cc2coc3ccc(C(C)C)cc23)cc1
 : -13%, 23µM*, 26µM*
COc1ccc(-c2cc3nc(C)c(C)c(N4CCN(C(=O)c5ccoc5)CC4)n3n2)cc1
 : x, 18µM*, u
CC(C)(CC(=O)O)CC(=O)N1CCCN(c2nccc(C(F)(F)F)n2)CC1
 : -19%, 10%, -9%
Nc1c(-c2ccc(Cl)cc2)cnn1C1CCS(=O)(=O)C1 (centres undefined)
 : -5%, u, -23%
Cc1cccc(NC(=O)c2ccc(N3C(=O)C4CCCCC4C3=O)cc2)c1C (centres undefined)
 : 0%, 9%, -5%
CCOC(=O)NC(=O)CSc1nnc(C)s1
 : 1%, -14%, 24%
COCC(=O)NC1CCN(S(=O)(=O)c2cccc(C(C)=O)c2)CC1
 : -6%, -8%, -8%
CCOC(=O)Nc1ccc2c(CN3CCC(C(=O)OC)CC3)cc(=O)oc2c1
 : 7%, -29%, -5%
COc1ccc(-n2nnnc2C2(C)CCC(=O)N2Cc2ccccc2)cc1 (centres undefined)
 : x, 8%, 20%
O=C(Nc1ccc(Cl)cc1)OCc1cc(-c2ccccc2)on1
 : -2%, u, u
CN(C)S(=O)(=O)c1cc(NC(=O)COC(=O)CCc2ccccc2)ccc1Cl
 : -8%, 3%, -1%
O=C1c2ccc(Oc3ccc([N+](=O)[O-])cc3)cc2C(=O)N1c1ccncc1
 : -4%, -18%, -13%
Cc1cc2ccc(Cl)nc2nc1C
 : x, 0%, 5%
CCOc1ccc2nc(SCc3ccc(OC)cc3)sc2c1
 : -4%, u, u
Cc1ccc(-c2nc3cc(NS(=O)(=O)c4ccc(C)cc4)ccc3o2)cc1
 : -13%, u, 14µM*
CC(=O)Nc1ccc(NS(=O)(=O)c2ccccc2)cc1
 : -7%, 3%, -7%
COCCCn1c(=O)/c(=C\c2ccccc2OC(C)C)s/c1=C(/C#N)C(=O)Nc1ccc(C(=O)O)cc1
 : u, 15µM*, u
COc1cc(OC)c(NC(=O)Cn2c(SCc3ccccc3F)nc3cccnc32)cc1Cl
 : -9%, -4%, -1%
COc1ccc(CC(NC(C)=O)C(=O)NC2CCN(C(=O)c3ccc([N+](=O)[O-])cc3)CC2)cc1OC (centres undefined)
 : -5%, 10%, -8%
Cn1nnnc1SCCNS(=O)(=O)c1ccccc1
 : -6%, -22%, -4%
COC(=O)C1=C(C(=O)OC)SC2(S1)C(C(=O)OC)=C(C(=O)OC)SC1=C2c2cc(C)cc(C)c2NC1(C)C
 : x, u, u
O=C1CCCN1c1ccc(S(=O)(=O)NCCOc2ccccc2)cc1
 : -2%, 11µM*, u
Cc1cc(OCC(=O)NNC(=O)c2cccc(F)c2)ccc1Cl
 : -5%, -13%, 9%
Cc1cc(C)c(-c2c(O)c3cnn(-c4ccccc4)c3[nH]c2=O)c(C)c1
 : 4%, -15%, 13%
COc1cc(NC(=O)CNc2ccc(Cl)c(S(=O)(=O)N3CCOCC3)c2)cc(OC)c1
 : -7%, u, u
Nc1nnc(CCS(=O)(=O)c2ccc(Br)cc2)s1
 : 1%, 3%, 2%
Cc1c(NC(=O)c2c(O)c3ccccc3n(C)c2=O)c(=O)n(-c2ccccc2)n1C
 : -8%, -22%, 39%[activator]
CCOc1ccc(NC(=O)NNC(=O)c2cc3ccccc3cc2O)cc1
 : -16%, 5%, 7%
Cc1oc(-c2ccccc2)cc1C(=O)Nc1ccc2ccccc2c1
 : -2%, -21%, -16%
c1ccc2c(c1)nc(N1CCCCCC1)c1nncn12
 : x, u, u
CC1(NC(=O)CC(c2ccccc2)(c2ccccc2)c2ccccc2)CCN(CCCc2ccccc2)C1=O (centres undefined)
 : -6%, 21µM*, 23µM*

Sorted by molar mass (high to low): part of the list above.
Second line of a record – GCN5L2 inh, DT40 TDP1 no CPT, TDP1 cell CPT
COC(=O)C1=C(C(=O)OC)SC2(S1)C(C(=O)OC)=C(C(=O)OC)SC1=C2c2cc(C)cc(C)c2NC1(C)C
 : x, u, u
COc1cc(NC(=O)CNc2ccc(Cl)c(S(=O)(=O)N3CCOCC3)c2)cc(OC)c1
 : -7%, u, u
Cc1c(NC(=O)c2c(O)c3ccccc3n(C)c2=O)c(=O)n(-c2ccccc2)n1C
 : -8%, -22%, 39%[activator]

Next part.
Second line of a record – GCN5L2 inh, DT40 TDP1 no CPT, TDP1 cell CPT
COc1cc(OC)c(OC)cc1/C=N/NC(=O)c1cc(-c2cccn2C)n[nH]1
 : u, 2%, -3%
CCC(C)(C)NC(=O)C(c1ccccc1F)N(Cc1ccco1)C(=O)c1csnn1 (centres undefined)
 : -1%, u, -19%
CCOC(=O)c1c(C)[nH]c(C(=O)COC(=O)c2ccco2)c1C
 : -7%, -8%, -19%
Cc1ccc(C)c(SCC(=O)OCC(=O)Nc2ccc(S(=O)(=O)N3CCOCC3)cc2)c1
 : -9%, -7%, -18%
N#CCO/N=C/C(=O)Nc1ccc(F)cc1F
 : 2%, -3%, 3%
O=C(Nc1ccc(-c2nc3cccnc3s2)cc1)c1cccnc1Cl
 : -11%, -29%, 0%
CCOC(=O)c1ccc(NC(=O)C2CCN(S(=O)(=O)c3ccc(C)cc3)CC2)cc1
 : -2%, u, u
Cc1cc(C)cc(NC(=S)NC2CC3CCCC(C2)N3CC(C)C)c1 (centres undefined)
 : 1%, -14%, -2%
CCOc1ccc(NC(=O)C(=O)N/N=C/c2ccccc2F)cc1
 : -5%, -15%, 2%
CN(CC(=O)Nc1cccc(F)c1)C(=O)c1ccc2c(c1)NC(=O)CS2
 : 2%, 23%, -1%
S=c1[nH]nc(Cn2nnc3ccccc32)n1-c1ccc(Cl)cc1
 : 3%, 5%, 4%
O=C(COc1ccccc1)Nc1sc2c(c1C(=O)NCc1cccnc1)CCCC2
 : -1%, u, u
COc1cccc2c(=O)n(CC(=O)Nc3ccc(F)cc3F)ccc12
 : 0%, -13%, -3%
Cc1ccc2nc(C(C)(C)C)c(Cc3cccc(Cl)c3)n2c1
 : x, 18µM*, 16µM*
Cc1ccc(C)c(S(=O)(=O)N2CCN(C(=O)[C@H](Cc3ccccc3)NC(=O)c3ccco3)CC2)c1
 : -3%, 16µM*, 23µM*
CCOC(=O)COc1c(-c2ccc(OC)cc2)oc2ccccc2c1=O
 : -10%, u, u
